Compound activity: PubChem, NMMLSC
AGP1 TOR yeast – modulators of AGP1-GFP expression in yeast TOR pathway, primary screen, cell-based, multiplex flow cytometry, S. cerevisiae, MLPCN library; GFP response vs DMSO, % at 10 µM; 320,000 tested, 0.02% active; 3 h; GFP as percent of DMSO wells;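 active = GFP response relative to DMSO above a set limit, near screen average plus 3 SD, cut at about 150% in these data; inconclusive = fewer than 70 cells counted for the yeast strain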;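 note: median GFP channel fluorescence of the gated AGP1 strain per well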
LAP4-GFP MLPCN – modulators of LAP4-GFP expression in yeast, primary screen, S. cerevisiae, multiplex flow cytometry, MLPCN library. 320,000 tested, 0.34% active. 3 h; median GFP as percent of DMSO wells. GFP response vs DMSO, % at 10 µM. AID 2023, 2009;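 active = GFP response vs DMSO above a set limit, about the screen mean plus 3 SD, cut at about 150% in these data; inconclusive = under 70 cell events counted for the yeast strain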
MEP2 TOR yeast – modulators of MEP2-GFP levels in yeast, primary screen, S. cerevisiae, multiplex flow cytometry, MLPCN library | S. cerevisiae MEP2-GFP strain, 3 h; 100% = DMSO control level | GFP response vs DMSO, % at 10 µM | 330,000 tested, 0.51% active;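 active = GFP response versus DMSO above a set limit, roughly screen mean plus 3 SD, cut at about 180% in these data; inconclusive = fewer than 70 cells counted for a yeast strain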;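 note: median GFP fluorescence of the barcode-gated MEP2-GFP cells per well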
RPL19A-GFP yeast – RPL19A-GFP expression modulators in yeast, primary screen, cell-based, S. cerevisiae, multiplex flow cytometry, MLPCN | percent response vs DMSO, % at 10 µM | AID 2025, 2009 | 330,000 tested, 0.3% active | S. cerevisiae RPL19A-GFP strain, 3 h; hits give low values;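 active = percent response vs DMSO below 50%; inconclusive = fewer than 70 events counted for the yeast strain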;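 note: median channel GFP fluorescence of the barcoded RPL19A-GFP strain; ratio of sample median GFP to plate DMSO average so 100% = DMSO; lower means less RPL19A-GFP as with rapamycin TOR inhibition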
VLA-4 inh – inhibition in human VLA-4 binding assay, primary screen, VLA-4 allosteric modulator project, MLPCN library, flow cytometry, VLA-4 expressing cells; ligand binding flow cytometry; inhibition, % (about 7 µM as worked out from the volumes in the protocol); AID 2557, 2010; 330,000 tested, 0.2% active; Integrin alpha-4 (Homo sapiens), P13612; in the data active = inhibition above about 50%
Target sequence (P13612 whole entry, looked up): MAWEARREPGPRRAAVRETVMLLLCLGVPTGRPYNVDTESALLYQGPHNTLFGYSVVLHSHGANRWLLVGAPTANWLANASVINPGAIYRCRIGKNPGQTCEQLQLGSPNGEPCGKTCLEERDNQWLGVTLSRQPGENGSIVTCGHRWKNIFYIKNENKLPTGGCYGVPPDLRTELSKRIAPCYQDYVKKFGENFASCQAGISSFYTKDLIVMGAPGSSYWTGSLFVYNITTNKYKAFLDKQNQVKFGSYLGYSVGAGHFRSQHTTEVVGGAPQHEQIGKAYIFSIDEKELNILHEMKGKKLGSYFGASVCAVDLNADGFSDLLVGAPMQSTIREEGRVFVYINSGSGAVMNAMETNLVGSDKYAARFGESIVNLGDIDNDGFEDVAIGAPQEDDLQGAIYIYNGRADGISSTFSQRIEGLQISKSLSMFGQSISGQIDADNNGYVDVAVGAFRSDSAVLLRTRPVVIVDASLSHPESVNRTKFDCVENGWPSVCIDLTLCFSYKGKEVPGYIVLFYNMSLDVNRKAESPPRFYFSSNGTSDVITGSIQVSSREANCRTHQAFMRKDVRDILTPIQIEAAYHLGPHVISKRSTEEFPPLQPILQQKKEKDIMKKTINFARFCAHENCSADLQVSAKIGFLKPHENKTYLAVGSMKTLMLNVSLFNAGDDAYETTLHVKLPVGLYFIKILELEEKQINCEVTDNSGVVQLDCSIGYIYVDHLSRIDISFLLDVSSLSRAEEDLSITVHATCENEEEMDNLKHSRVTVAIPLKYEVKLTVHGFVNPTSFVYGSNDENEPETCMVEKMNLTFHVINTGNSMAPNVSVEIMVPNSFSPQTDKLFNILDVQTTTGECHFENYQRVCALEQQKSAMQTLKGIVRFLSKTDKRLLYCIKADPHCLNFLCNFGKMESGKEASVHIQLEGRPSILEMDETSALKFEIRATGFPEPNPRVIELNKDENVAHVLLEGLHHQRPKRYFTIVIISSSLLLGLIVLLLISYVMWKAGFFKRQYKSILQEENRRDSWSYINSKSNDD
CIT2 TOR yeast – modulators of CIT2-GFP expression in yeast, primary screen, S. cerevisiae, GFP fusion, multiplex flow cytometry, MLPCN library; 320,000 tested, 0.065% active; AID 2029, 2009; S. cerevisiae CIT2-GFP strain, 3 h; 100 means same as DMSO wells; GFP response vs DMSO, % at 10 µM;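 active = GFP response relative to DMSO above a set limit, near the screen mean plus 3 SD, cut at about 150% in these data; inconclusive = Fewer than 70 cells measured for a yeast strain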;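 note: ratio of well median GFP fluorescence to mean of DMSO wells on the plate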
GRK2 inh – compounds blocking aptamer binding on GRK2 – biochemical, human GRK2, bead flow cytometry, HTS, primary screen; Beta-adrenergic receptor kinase 1 (Homo sapiens), P25098; FAM-aptamer displacement from GRK2; inhibition of aptamer binding, % at 10 µM; 330,000 tested, 0.59% active; AID 488847, 2010;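 active = inhibition of aptamer binding above 40%, roughly 3 SD of noise, on plates passing a quality check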;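 note: median bead fluorescence of bound FAM aptamer so fluorescent compounds give negative values; no value below 0 was filed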
CR mimetic SO – reduction of superoxide in aged yeast, primary screen, HTS; S. cerevisiae aged cells, superoxide DHE fluorescence; hits give low values; superoxide response (% of plate mean), % at 10 µM; 330,000 tested, 0.18% active; AID 2690, 2010;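 active = superoxide response under a set limit, about three screen SD below normal, cut at about 65% in these data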;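 note: yeast aged for seven days with compound at 30 °C before DHE staining; 100% = average MFI of all compound-treated wells on the plate with controls excluded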
An asterisk follows results filed as active; ? = inconclusive; · = no result given; [ ] = another dose, or the depositor's remark.

SMILES	AGP1 TOR yeast	LAP4-GFP MLPCN	MEP2 TOR yeast	RPL19A-GFP yeast	VLA-4 inh	CIT2 TOR yeast	GRK2 inh	CR mimetic SO
CN1CCC(N(C)S(=O)(=O)c2ccc(F)cc2F)CC1	92	80	97	93	3	87	0	88
CCOC(=O)c1cc(C#N)c(Oc2cccc(C(F)(F)F)c2)nc1-c1ccccc1	113	102	99	105	-5	107	2	93
Cc1c(C(=O)N2CCC(C(N)=O)CC2)oc2ccc(Br)cc12	109	105	112	105	-3	106	7	96
O=C(COc1cccc2ccccc12)Nc1nc2ccccc2[nH]1	92	114	101	98	2	94	1	102
Cc1ccc(CN2CCN(Cc3ccco3)CC2)cc1	122	88	103	108	6	96	0	116
CCOC(=O)C1CCN(C(=O)CCc2nnc3ccc(NCCCN4CCCC4=O)nn23)CC1	92	86	88	90	-7	99	2	104
O=C(N/N=C/c1ccco1)c1ccc2nc[nH]c2c1	88	103	108	98	4	96	2	100
CCN(Cc1ccncc1)C(=O)c1cccc(S(=O)(=O)N2CCCCC2)c1	99	101	94	93	-1	85	0	84
Cc1cccc(OCCN2CSC(=S)N(C)C2)c1	103	160*	99	84	-8	83	4	117
C/C(=N\Nc1ccc(S(N)(=O)=O)cc1[N+](=O)[O-])c1cccnc1	95	86	100	104	-1	101	0	116
COc1cc2c(cc1OC)CN(c1ccc([N+](=O)[O-])cc1Cl)CC2	94	112	106	104	17	94	1	101
C=CCNC(=O)/C(C#N)=C/c1ccc(C)o1	86	90	86	95	14	82	7	88
N#CC1=C(N)Nc2ncnn2C1c1ccccc1 (stereo not drawn)	96	89	99	99	19	94	0	81
CCN(c1ccccc1)S(=O)(=O)c1ccc(F)cc1C	96	102	102	100	9	90	1	112
C1CCN(c2nc3nonc3nc2NCC2CCOCC2)CC1	96	95	90	91	2	95	0	95
CC1(C)Cc2nc3oc4c(=O)n(CC(=O)Nc5cccc(Cl)c5)cnc4c3cc2CO1	105	104	95	97	-2	104	1	82
CCc1ccccc1NC(=S)N(Cc1cccs1)C1CCCC1	111	114	113	104	6	101	3	104
CC1(C)CC(=O)c2c(oc3cc(O)c(O)cc23)C1	100	104	98	97	8	97	1	124
S=C(Nc1ccccc1)N1CCCCCCC1	117	117	100	102	2	106	0	98
CC(=O)NC1CC2CCC(C1)N2Cc1ccc(C)cc1 (stereo not drawn)	106	102	101	102	7	111	0	94
COc1cc(OC)nc(Oc2cc(C=O)ccc2OC)n1	109	100	111	111	17	111	0	91
CCn1cc(/C=C/C(=O)Nc2ccn(Cc3c(F)c(F)c(F)c(F)c3F)n2)cn1	89	89	101	99	8	97	2	84
Cn1ccnc1C(O)c1ccc(OCc2ccccc2)cc1 (stereo not drawn)	104	103	105	102	3	100	4	91
O=C(Nc1ccc(Cl)c(Cl)c1)C1CCCCC1	74	140	95	93	-3	66	0	99
O=[N+]([O-])c1cc(S(=O)(=O)N2CCCC2)ccc1N/N=C1/CCCc2ccccc21	97	91	101	100	10	102	5	111
CC1=C(c2ccc(C)cc2)[N+](=O)C(C)(C)N1[O-]	102	99	98	99	-3	107	0	102
O=C(Nc1ccc2c(c1)nc1n2CCOC1)c1ccccc1	104	·	111	95	-4	102	8	87
CC(C)C(=O)Nc1cccc(C(=O)Nc2nnc(C(C)C)s2)c1	102	96	104	98	0	106	1	93
CNC(=O)COC(=O)c1cc(F)c(F)cc1Cl	103	105	102	99	1	108	0	91
O=C(c1ccc(CN2CCOCC2)cc1)N1CCN(c2ccccc2F)CC1	102	103	106	102	15	105	1	93

Already shown: an excerpt of the list.
SMILES	AGP1 TOR yeast	LAP4-GFP MLPCN	MEP2 TOR yeast	RPL19A-GFP yeast	VLA-4 inh	CIT2 TOR yeast	GRK2 inh	CR mimetic SO
CNC(=O)COC(=O)c1cc(F)c(F)cc1Cl	103	105	102	99	1	108	0	91
O=C(c1ccc(CN2CCOCC2)cc1)N1CCN(c2ccccc2F)CC1	102	103	106	102	15	105	1	93

(further entries)
SMILES	AGP1 TOR yeast	LAP4-GFP MLPCN	MEP2 TOR yeast	RPL19A-GFP yeast	VLA-4 inh	CIT2 TOR yeast	GRK2 inh	CR mimetic SO
Cc1sc2ncnc(NCC(c3ccco3)N(C)C)c2c1C (stereo not drawn)	97	88	99	93	3	93	5	104
CCn1c(Cc2ccccc2)nnc1SCC(=O)Nc1ccc2c(c1)OCO2	98	93	104	104	11	96	1	105
C[C@H](CO)N1C[C@H](C)[C@H](CN(C)Cc2ccc(-c3ccccc3)cc2)Oc2ccc(NS(=O)(=O)c3ccccc3)cc2CC1=O	90	90	93	98	0	88	0	133
Cc1ccc(-c2nnc(Nc3ccc(OCC(N)=O)cc3)c3ccccc23)cc1S(N)(=O)=O	105	99	107	108	5	103	2	104
CC(C)CNC(=O)C(=O)N/N=C/c1cccs1	99	97	104	101	2	97	2	77
Cc1ccc2c(CSc3nnc4ccccn34)cc(=O)oc2c1C	99	98	103	106	6	100	0	101
COc1ccc(S(=O)(=O)N2CCCCC2)cc1NC(=O)CN1C(=O)NC(C)(C2CC2)C1=O (stereo not drawn)	108	110	98	101	6	101	1	98
Cc1cc(/C=C2/C(=O)NN(c3ccccc3)C2=O)c(C)n1-c1cccc(O)c1	70	90	108	100	-1	73	0	96
COc1ccc(CCNC(=O)c2cc(C3CC3)nc3c2cnn3C(C)C)cc1OC	97	98	100	98	1	96	0	103
COc1ccc(CN2CCNC(=O)C2CC(=O)NCCCn2cccn2)cc1C (stereo not drawn)	91	91	93	100	-1	85	0	110
O=C(NC1CCCCCC1)c1cccc(S(=O)(=O)N2CCOCC2)c1	99	98	100	97	6	104	0	85
Cn1[nH]c(C(F)(F)F)cc1=O	102	92	105	105	5	105	1	100
C[C@@H]1NC(=O)OC1c1ccco1 (stereo partly drawn)	96	98	87	95	16	103	76*	92
COCC(=O)Nc1cc(Cl)ccc1C(F)(F)F	100	99	99	99	16	104	1	112
COc1ccccc1OCc1nnc(SCC(=O)N2CCCCC2)n1-c1ccccc1	105	·	99	102	9	93	3	107
COc1cccc(C(=O)NCC(=O)N/N=C/c2c(C)[nH]c3ccccc23)c1	103	103	107	102	1	94	4	121
COc1ccc(N=Nc2ccc3ccccc3c2)c(O)c1	97	96	104	94	4	112	0	96
CCOc1ccc(CCN2C(=O)c3ccc(C(=O)O)cc3C2=O)cc1OCC	102	103	99	100	-3	104	0	95
O=C(Cn1cnc2c(nnn2Cc2ccc(F)cc2)c1=O)NCc1ccc(F)cc1	105	98	111	107	-3	116	4	86
COc1cc(NC(=O)C2CC2C)c(C(=O)O)cc1OC (stereo not drawn)	93	·	94	97	0	82	0	118
O=C(CCc1ccccc1)N1CCCN(C(=O)CCc2ccccc2)CC1	96	94	109	95	8	98	0	110
CN(C)N=Nc1nc[nH]c1C(N)=O	100	112	99	102	15	101	0	103
COC(=O)Cc1csc(NCc2ccccc2)n1	98	103	95	96	-14	95	5	99
O=C(NCc1ccc2c(c1)OCO2)C1CC(=O)N(c2ccc(F)cc2)C1 (stereo not drawn)	106	97	102	100	32	98	1	87
COc1ccc(C(=O)Nc2ccc3oc(-c4cccnc4)nc3c2)cc1OC	93	95	96	97	-15	105	0	83
Cn1c(CSc2nc3ccccc3s2)nnc1SCC(=O)NCCCN1CCOCC1	105	103	103	98	-9	101	4	88
CC1CCCCN1C(=S)NCCc1ccccc1 (stereo not drawn)	93	83	92	94	3	·	3	112
O=C(Nc1cccc(NC(=O)c2cc([N+](=O)[O-])ccc2Cl)n1)c1cc([N+](=O)[O-])ccc1Cl	102	108	98	94	20	93	0	105
Cc1nc2ccccc2n1CSc1ccccc1	108	102	105	103	18	108	1	112
CC(=O)NCCC(=O)N1CCc2c([nH]c3ccccc23)C1c1cccc(Cl)c1 (stereo not drawn)	103	104	96	95	-14	96	0	99
CCCCN(C)CCNC(=O)c1cc2cc3ccc(OC)cc3nc2o1	95	99	126	101	15	111	0	104
CC(=O)Nc1ccc(S(=O)(=O)N2CCN(CCCOc3ccccc3Cl)CC2)cc1	107	94	102	103	-24	98	0	95
Cc1ccc(CS(=O)Cc2ccc(C(=O)NC3CCC(C)CC3)o2)cc1 (stereo not drawn)	101	94	101	97	8	107	1	91
Cc1ccc(-c2csc(NC(=O)CCCc3cccs3)n2)cc1	105	99	105	108	5	98	0	122
O=c1oc2ccccc2n1CCCCCn1c(=O)oc2ccccc21	85	97	99	90	2	84	0	125
O=S(=O)(Nc1cccc(-c2cn3c(n2)SCC3)c1)c1ccccc1	94	86	85	99	-26	97	0	95
COc1ccc(NC(=O)C2CCCN(c3nc(C)cc(C)n3)C2)cc1 (stereo not drawn)	101	103	96	100	13	101	3	104
Cc1cccc(C(=O)Oc2ccccc2C(=O)N2CCOCC2)c1	·	·	102	100	-3	·	0	106
C=CCNC(=S)NNC(=O)c1ccncc1	99	98	99	94	3	99	0	107
O=C(c1cc(-c2ccc(Cl)cc2)n[nH]1)N1CCc2ccccc2C1	100	97	98	100	7	100	1	115
NC(=O)CSc1nccn1Cc1ccccc1	108	105	113	105	-3	105	0	110
CC(C)Cn1c(=O)c(C(=O)NCc2ccccn2)c(O)c2ccccc21	94	106	99	95	27	77	1	104
CC(Sc1nnnn1-c1ccccc1)C(=O)Nc1ccc(Cl)cn1 (stereo not drawn)	101	95	104	98	-6	97	10	111
COc1cc(/C=C/C(=O)c2ccc3c(c2)OCCO3)cc(Br)c1OCC(=O)N(C)C	98	96	103	99	14	92	1	93
COc1ccc(N(C(=O)c2ccncc2)S(=O)(=O)c2ccccc2)cc1	102	97	99	103	9	102	1	99
COc1ccccc1-n1cnc2cc(NS(=O)(=O)c3ccccc3)ccc21	101	102	110	102	5	103	0	97
CCN(CC)C(=O)C1=C(C)NC(=S)NC1c1cccs1 (stereo not drawn)	16[may fluoresce violet]	82[may fluoresce violet]	275*[may fluoresce violet]	80[may fluoresce violet]	-1	?	0	99
N/C(CSc1ccc(Cl)cc1)=N\S(=O)(=O)c1ccc(Cl)cc1	117	114	101	101	10	100	0	111
CC(C)CCCN1C(N(C)C)=NC[C@@H]1Cc1ccccc1	101	93	99	104	30	99	0	106
CC(CCc1ccccc1)NC(=O)c1ccc(Br)o1 (stereo not drawn)	97	97	94	98	7	·	0	92
COc1ccc(/C=N/NC(=O)Cn2nc([N+](=O)[O-])cc2C)c(OC)c1OC	?	100[may fluoresce violet]	208*[may fluoresce violet]	33*[may fluoresce violet]	-1	?	1	84
Cc1ccc(CN2C(=O)N/C(=C\c3ccc(-c4ccc(C(=O)O)cc4C)o3)C2=O)cc1	103	110	99	96	10	91	17	102
O=C(O)CCCC(=O)NCCc1cccc(Cl)c1	105	109	97	97	19	94	0	100
COc1ccc(CC(=O)NNS(=O)(=O)c2ccccc2[N+](=O)[O-])cc1OC	99	87	92	100	-11	107	1	115
COc1ccc(C(=O)N2CCN(C3CCCCC3)CC2)c(OC)c1	99	103	102	101	-7	111	1	102
O=C1C(Oc2ccccc2)C(c2ccc3c(c2)OCO3)N1CCc1ccc(F)cc1 (stereo not drawn)	99	103	111	104	8	91	0	94
